Source: PubChem BioAssay (NMMLSC)
RGS4-Gao reg = modulators of RGS4 binding to Galphao, primary screen, biochemical, multiplexed bead flow cytometry | Guanine nucleotide-binding protein G(o) subunit alpha (Homo sapiens), P09471 | actives lie on both sides | binding response (% of control), % at 10 µM | 220,000 tested, 0.33% active | AID 1415, 2008; in the data active = binding response below about 49% or above about 150%; inactive = in between;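 note: fluorescent Galphao activated with aluminum fluoride binding bead-coupled RGS4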
Target sequence (P09471 whole entry, looked up): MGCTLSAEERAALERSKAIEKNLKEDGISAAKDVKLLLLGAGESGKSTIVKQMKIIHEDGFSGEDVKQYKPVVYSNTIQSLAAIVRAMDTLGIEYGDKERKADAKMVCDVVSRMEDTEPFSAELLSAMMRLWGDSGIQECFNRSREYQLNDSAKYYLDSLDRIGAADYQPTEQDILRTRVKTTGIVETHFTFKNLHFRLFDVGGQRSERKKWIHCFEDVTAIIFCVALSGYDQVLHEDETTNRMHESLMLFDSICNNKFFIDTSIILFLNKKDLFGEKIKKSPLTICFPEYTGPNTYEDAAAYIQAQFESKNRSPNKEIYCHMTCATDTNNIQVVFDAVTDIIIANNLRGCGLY
GSH fluor = compound fluorescence on glutathione beads, profiling panel, artefact control, biophysical, 488/530 nm, flow cytometry. GSH beads flow cytometry, compound fluorescence 488/530 nm; hits give high values. fluorescence (KMESF) at 10 µM. 190,000 tested, 0.25% active. AID 1776, 2009; in the data active = fluorescence above about 89;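 note: glutathione beads carrying GST-tagged Bcl family fusion proteins plus one bare bead set; values are compound well signal with DMSO vehicle wells as background; inactives centre near 16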
ABCG2 block = ABCG2 efflux pump inhibitors, primary screen, multiplex with ABCB1, IgMXP3 cells, flow cytometry. Broad substrate specificity ATP-binding cassette transporter ABCG2 (Homo sapiens), Q9UNQ0. JC-1 efflux. inhibition, % at 6.6 µM. 190,000 tested, 0.1% active. AID 1325, 2008;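 active = inhibition above 80%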;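 note: 0% = DMSO and 100% = nicardipine control wells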
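Read-out basis: Efflux inhibition in percent versus controls | Test system: ABCG2 IgMXP3 and barcoded ABCB1 CCRF-Adr cell mix | Quantity: 3 million cells/mL in well | Schedule: 10 min at 25 °C | Control set: Nicardipine as high control, DMSO as low control | Reagent: JC-1 as fluorescent efflux pump substrate | Signal: Flow cytometry of retained JC-1 fluorescence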
Bim-Bfl-1 = inhibitors of Bim binding to Bfl-1, primary screen, biochemical, multiplexed, bead-based flow cytometry | Bim-Bfl-1 binding inhibition | inhibition, % at 10 µM | 190,000 tested, 0.12% active | Bcl-2-related protein A1 (Homo sapiens), Q16548;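 note: 0% = wells without compound plus tracer and 100% = blocker peptide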
Avidin fluor = green autofluorescence of compounds with avidin beads – biophysical, 488/530 nm, flow cytometry, artefact control, profiling panel | compound fluorescence 488/530 nm; hits give high values | fluorescence (KMESF) at 10 µM | 220,000 tested, 0.38% active | AID 1775, 2009; in the data active = fluorescence above about 47; note: inactives centre near 10
Bcl-W Bim block = inhibitors of Bim binding to Bcl-W, primary screen, biochemical, multiplexed, bead-based flow cytometry. 190,000 tested, 0.02% active. inhibition, % at 10 µM. Bcl-2-like protein 2 (Homo sapiens), Q92843. Bim peptide-Bcl-W binding;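 note: 0% = bound tracer without compound and 100% = peptide blocker; higher means less fluorescent Bim peptide bound to Bcl-W beads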
Target sequence (Q92843 whole entry, looked up): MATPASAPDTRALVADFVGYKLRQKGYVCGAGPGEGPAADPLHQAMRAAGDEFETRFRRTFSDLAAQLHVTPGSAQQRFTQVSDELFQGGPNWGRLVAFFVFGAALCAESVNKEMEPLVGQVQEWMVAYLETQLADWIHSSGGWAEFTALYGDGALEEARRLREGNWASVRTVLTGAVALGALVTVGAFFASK
ABCB1 block = ABCB1 efflux pump inhibitors, primary screen, cell-based, multiplex, flow cytometry, ABCG2 counter-screen; ATP-dependent translocase ABCB1 (Homo sapiens), P08183; 190,000 tested, 0.067% active; CCRF-Adr cells, JC-1 efflux; inhibition, % at 6.6 µM; in the data active = inhibition above about 40%;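 note: 0% = vehicle and 100% = reference inhibitor; higher value means more JC-1 retained so stronger ABCB1 efflux block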
Bcl-XL Bim block = inhibitors of Bim-Bcl-XL binding, primary screen, biochemical, multiplexed, bead flow cytometry, human Bcl-XL; inhibition, % at 10 µM; 190,000 tested, 0.04% active; Bcl-2-like protein 1 (Homo sapiens), Q07817; Bim peptide-Bcl-XL binding, fluorescence
Target sequence (Q07817 whole entry, looked up): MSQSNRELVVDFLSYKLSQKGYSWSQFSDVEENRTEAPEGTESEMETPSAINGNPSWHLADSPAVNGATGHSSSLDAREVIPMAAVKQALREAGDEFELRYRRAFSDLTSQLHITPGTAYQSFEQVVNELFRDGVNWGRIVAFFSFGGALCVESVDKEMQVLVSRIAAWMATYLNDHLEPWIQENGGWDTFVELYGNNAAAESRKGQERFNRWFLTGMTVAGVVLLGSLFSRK
RGS7-Gao = RGS7-Galphao binding modulators, primary screen, biochemical, multiplexed bead flow cytometry. 220,000 tested, 0.35% active. AID 1439, 2008. binding response (% of control), % at 10 µM. Guanine nucleotide-binding protein G(o) subunit alpha (Homo sapiens), P09471. actives lie on both sides; in the data active = binding response below about 49% or above about 150%; inconclusive = no clear call, values can overlap the other calls; inactive = in between;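 note: fluorescent Galphao held in activated GDP-AlF4 state binding bead-coupled RGS7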
Bim-Bcl-B = inhibitors of Bim-Bcl-B binding, primary screen, biochemical, multiplexed, human Bcl-2 family. Bcl-2-like protein 10 (Homo sapiens), Q9HD36. bead-based flow cytometry, Bim peptide-Bcl-B binding. inhibition, % at 10 µM. 190,000 tested, 0.073% active. AID 951, 2007;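 note: 0% = tracer peptide without compound and 100% = reference inhibitor peptide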
Target sequence (Q9HD36 whole entry, looked up): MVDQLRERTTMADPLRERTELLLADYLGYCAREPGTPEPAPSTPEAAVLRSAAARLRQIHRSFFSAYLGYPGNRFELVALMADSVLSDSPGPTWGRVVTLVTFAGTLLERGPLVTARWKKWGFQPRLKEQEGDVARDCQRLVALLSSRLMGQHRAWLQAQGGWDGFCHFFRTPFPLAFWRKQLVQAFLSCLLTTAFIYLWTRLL
Bcl-2 Bim block = inhibitors of Bim-Bcl-2 binding, primary screen, biochemical, multiplexed, human Bcl-2 family; Apoptosis regulator Bcl-2 (Homo sapiens), P10415; Bead-based flow cytometry, Bim peptide-Bcl-2 binding; inhibition, % at 10 µM; 190,000 tested, 0.06% active; in the data active = inhibition above about 40%; inconclusive = no clear call, values can overlap the other calls;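 note: 0% = no compound wells with probe peptide and 100% = reference peptide inhibitor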
* hit, by the source's call; ? = inconclusive; & = joins results of further samples. Cut-off read from the data, not from the text of the source, unless noted: active = inhibition above about 40%. Some of the compounds tested. The share of hits here may be higher or lower than overall.

SMILES	RGS4-Gao reg	GSH fluor	ABCG2 block	Bim-Bfl-1	Avidin fluor	Bcl-W Bim block	ABCB1 block	Bcl-XL Bim block	RGS7-Gao	Bim-Bcl-B	Bcl-2 Bim block
CN1CCN(c2ccc3nccnc3c2)CC1	99	9	-1	-3	24	2	-0.1	1	96	1	-2
COc1cc2c(cc1OC)CC[N+](C)=C2	105	23	10	1	8	6	0.6	5	105	-3	0
Cc1oc(-c2cccs2)nc1CSCC(=O)N1CCC2(CC1)OCCO2	99	37	7	-14	12	0	1.1	-4	99	-8	-5
CCN1CCN(c2ccc([N+](=O)[O-])cc2C=C2C(=O)NC(=O)NC2=O)CC1	103	11	10	1	6	-2	0.3	-4	102	-3	-2
COc1ccc(NC(c2ccccc2F)P(=O)(Oc2ccccc2)Oc2ccccc2)cc1 (stereo unspecified)	100	9	15	-4	11	-10	1.7	-4	101	3	2
CCCCCSc1cc(OC)c(CCNC)cc1OC	96	11	12	-2	31	-8	1.0	-2	94	-4	-4
N[C@@H](Cc1c[nH]c2ccccc12)c1nnc(SCc2ccc(Cl)cc2)o1	103	13	0	1	12	2	-0.3	3	101	5	0
O=C1NC(=O)C(Cc2cccs2)C(=O)N1	86	59	-1	0	9	5	-0.1	2	104	0	1
Cc1ccc2cccc(OC(=O)N(C)c3ccccc3)c2n1	100	33	0	-8	11	1	0.3	-9	97	-4	-4
CCOC(=O)C1=C(C)OC(N)=C(C(=O)OCC)[C@@]12C(=O)N(CC(N)=O)c1ccccc12	94	9	2	0	10	-4	0.4	0	102	-3	-1
CCC(=NCC1CCCO1)c1c(O)[nH]c(=O)[nH]c1=O (stereo unspecified)	101	15	0	0	11	0	-0.1	-2	104	-1	0
CC1(C)CC(=O)c2cc(OCC(=O)N3CCN(Cc4ccccc4)CC3)ccc2O1	100	16	0	3	5	-3	-0.1	-3	102	2	1
Clc1ccc2c(N3CCNCC3)ccnc2c1	104	38	9	-9	8	-5	0.3	-10	104	-7	-8
Cc1ccc2c(c1)CCCN2N=O	101	12	-4	-8	11	0	-0.2	0	98	-1	-8
Cc1ccc(N2C(=O)NC(=O)C(CCc3ccccn3)(Cc3cccc(Cl)c3Cl)C2=O)cc1 (stereo unspecified)	99	13	5	6	19	0	1.6	-4	97	2	6
CCOC(=O)C(O)(c1ccc(NC(=O)Oc2ccccc2)cc1)C(F)(F)F (stereo unspecified)	99	8	1	-7	18	-4	0.0	-6	103	-2	-6
COc1ccccc1OCC#CCN1CCCC1	94	14	6	-3	10	1	0.4	0	?	0	0
C[N+]1(CC(COCc2ccccc2)OC(=O)Cc2ccccc2)CCOCC1 (stereo unspecified)	103	21	1	0	5	0	0.1	-4	101	-2	-4
O=P(O)(O)Cc1ccccc1OP(=O)(c1ccccc1)c1ccccc1	101	31	3	-18	15	-3	0.0	-10	100	-7	-11
CN(CCc1nnc(N)s1)[N+](=O)[O-]	101	11	1	-1	10	-4	0.3	-7	?	-19	-6
CCCCc1nc(N2CCNCC2)c(C#N)c2c1CSC(C)(C)C2	96	13	3	-2	35	-4	1.2	-3	97	-4	0
C/C(=N\Nc1ccccc1)c1c(O)n(Cc2ccccc2)c(=O)[nH]c1=O	102	10	1	-3	2	-2	-0.2	-6	102	-3	0
O=C(CN1CC=C(c2ccccc2)CC1)Nc1cc(Cl)ccc1Cl	104	4	4	0	11	-2	1.0	-3	104	-5	-1
C[C@]12CCC(=O)C=C1CCC1C2CC[C@@]2(C)C1CC[C@@]2(O)CC#N (stereo partly specified)	106	15	11	-1	7	-6	1.3	-6	104	-7	-2
Cc1ccc(O)c(C(=O)c2cc(C(=O)NCCC(C)C)c(=O)n(CCC(C)C)c2)c1	105	13	7	-3	7	-3	1.3	-5	96	0	0
CCCCn1c(O)c(C(C)=Nc2ccc(C(=O)O)cc2)c(=O)[nH]c1=O	102	22	-1	-6	16	0	-0.4	-7	103	-10	-5
CC(C)[C@@]1(NC(=O)[C@@H]2C=C3c4cccc5[nH]cc(c45)C[C@H]3N(C)C2)O[C@@]2(O)[C@@H]3CCCN3C(=O)[C@H](Cc3ccccc3)N2C1=O	89	16	0	28	7	20	0.0	8	89	12	14
CC(C)(C)C(=O)OC[N+](C)(C)CCOC(=O)C(O)(c1ccccc1)C1CCCC1 (stereo unspecified)	102	11	-1	-6	11	3	-0.4	-2	103	-1	-2
CC(=O)c1ccc(OC(C)C)c(Cc2c(O)[nH]c(=S)[nH]c2=O)c1	100	44	-1	2	5	8	-0.5	3	95	7	0
CCCOC(=O)c1c(N)n(Cc2cccs2)c2nc3ccccc3nc12	98	38	17	-10	14	3	0.1	-6	102	-9	-10
C=Cn1ccnc1P(=S)(c1ccc(Cl)cc1)c1nccn1C=C	100	11	1	4	15	2	0.5	1	138	0	0
CCOC(=O)C1C(=O)N(C)C2(C)CC1c1cc(OC)ccc1O2 (stereo unspecified)	104	74	0	0	10	-2	-0.1	-3	102	-1	-2
O=c1[nH]c2c(c(=O)n1C1CCCCC1)CCC2	100	22	1	-7	19	2	0.5	-6	101	-2	-2
Cc1cccc(-n2c(-c3ccc([N+](=O)[O-])cc3)nc3ccccc3c2=O)c1	98	12	33	-3	10	-4	1.4	-7	97	-6	0
Cc1ccc(C(=O)C2CN(C)CC2C(=O)c2ccc(C)cc2)cc1 (stereo unspecified)	104	19	6	-2	13	0	0.7	-1	102	0	0
OC1/C(=C/c2ccccc2C(F)(F)F)N2CCC1CC2 (stereo unspecified)	102	12	1	-5	5	2	0.4	-1	106	0	-4
COc1cc(CNCCc2ccc3c(c2)OCO3)cc(OC)c1OC	100	12	0	3	10	0	0.0	0	103	-1	-3
O=C(O)CP(=O)(O)c1ccc(Cl)cc1	105	5	1	0	7	2	0.1	-3	113	-3	-3
Cn1c(O)c(C(c2ccccn2)c2c(O)n(C)c(=S)[nH]c2=O)c(=O)[nH]c1=S	95	13	-2	0	30	2	-0.7	3	95	-2	0
CNC(=O)OCc1n(C)cc[n+]1C	105	9	0	0	7	-2	0.0	-8	101	-6	-4

Continued; it opens with the 2 that closed the last part.
SMILES	RGS4-Gao reg	GSH fluor	ABCG2 block	Bim-Bfl-1	Avidin fluor	Bcl-W Bim block	ABCB1 block	Bcl-XL Bim block	RGS7-Gao	Bim-Bcl-B	Bcl-2 Bim block
Cn1c(O)c(C(c2ccccn2)c2c(O)n(C)c(=S)[nH]c2=O)c(=O)[nH]c1=S	95	13	-2	0	30	2	-0.7	3	95	-2	0
CNC(=O)OCc1n(C)cc[n+]1C	105	9	0	0	7	-2	0.0	-8	101	-6	-4
Cc1ccc(-n2c(C)cc(/C=C3\C(=O)NC(=O)N(C)C3=O)c2C)cc1C	98	3	7	0	12	-4	0.6	-5	96	-5	6
CCN(CC)P(=O)(NC(=O)c1cccn1C)N(CC)CC	104	13	2	-5	10	0	10	1	98	0	-1
COc1ccc(C=C2C(=O)N(C)C(=O)N(C)C2=O)cc1CSc1ccccn1	97	23	-3	6	15	1	-0.6	0	95	4	1
CCCCCCn1c(=O)c(C(=O)Nc2cnccn2)c(O)c2ccccc21	95	14	-5	-7	9	-1	-2.1	-1	93	-6	-2
C/C(Cl)=C/CC1(CN2CCCC2=O)C(=O)NC(=O)NC1=O	98	6	1	-3	6	0	0.0	-3	98	-5	0
Cc1ccnc(NS(=O)(=O)c2ccc(N=Cc3c(O)n(C)c(=O)n(C)c3=O)cc2)n1	100	24	0	0	9	6	-0.2	-2	99	0	2
Cc1ccc(C(=O)n2cc(CCN3CCS(=O)(=O)CC3)c3ccccc32)cc1	101	22	6	-10	6	0	1.2	3	104	-2	-4
O=C(COc1ccccc1)c1cn(Cc2ccccc2)c2ccccc12	105	11	25	-11	11	-10	0.9	-11	102	-12	-9
O=P(Oc1ccccc1)(Oc1ccccc1)C(Nc1ccccc1)c1ccccc1 (stereo unspecified)	68	9	-6	0	2	-2	0.0	-5	68	-3	-1
CN(C(=O)CNC(=O)OCc1ccccc1)c1ccc(Br)cc1C(=O)c1ccccc1Cl	99	8	-1	-2	4	-2	3.7	-8	100	-7	-3
CC1CCCC(C)N1/N=C/c1c[nH]c2ccc(Br)cc12 (stereo unspecified)	99	18	7	3	10	-2	0.6	-1	104	-5	-8
Cc1nn(-c2ccccc2)c2c1CC1(C(=O)N(C)C(=O)N(C)C1=O)C1CCCCN21 (stereo unspecified)	99	16	4	0	12	0	1.4	2	101	0	0
CN1CCN(C(=O)COc2ccc(C(C)(C)C)cc2Br)CC1	102	37	0	-7	4	2	0.0	-8	100	-5	-5
Cc1cccc(N2CCc3c2nc2ccccc2c3N)c1	98&103	15&20	3&1	6&-3	11&7	3&2	-0.1&0.2	1&2	97&100	-5&-4	-2&0
CC(=O)Nc1ccccc1C(=O)OCc1cccc(F)c1	102	18	4	-9	8	-1	0.6	-6	?	-7	-7
COc1ccc(Cn2c(O)c(C=Nc3c(C)n(C)n(-c4ccccc4)c3=O)c(=O)[nH]c2=O)cc1	101	26	9	-3	4	-7	0.6	-7	99	-10	-5
CCCNS(=O)(=O)c1ccc(OCC(=O)N2CCN(Cc3ccccc3)CC2)cc1	100	25	35	-17	32	0	3.0	-4	100	-8	-9
CC1CCN(CC(=O)c2ccccc2Cl)CC1	98	14	0	-10	6	-5	0.1	-3	94	-8	-6
COc1cc(C)c(-c2nc(CN3C[C@@H]4C[C@@H](C3)c3cccc(=O)n3C4)c(C)o2)cc1C	99	10	2	4	5	1	0.7	4	95	9	0
CCOC(=O)C1SC2(C(F)(F)C(F)F)CC1(O)c1c(c(OC)c3occc3c1OC)O2 (stereo unspecified)	97	4	6	-9	8	-4	0.5	-1	95	-6	-7
CN(C)CCc1nn[nH]n1	103	15	3	-7	24	-2	0.2	-4	99	-9	-2
CC(C)(C)NCC(O)c1cc(Cl)c(N)c(Cl)c1 (stereo unspecified)	102	21	0	-1	10	0	-0.1	-4	100	0	-1
Cc1ncc(CN2CCCC(C(=O)c3sccc3C)C2)s1 (stereo unspecified)	103	16	0	-8	9	1	0.4	0	98	-4	-3
